High-throughput results from PubChem.
GSTO1 counter: counter-screen for RBBP9 inhibitors: inhibitors of human GSTO1; 300,000 tested, 1.1% active; inhibition, % at 5.96 µM; P78417; recombinant GSTO1, activity-based probe fluorescence polarization;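 active means inhibition above the campaign mean inhibition plus 3 SD, cut at about 35% in these data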;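 further: 0% = GSTO1-1 with DMSO and 100% = wells lacking GSTO1-1 enzyme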
LYPLA2 counter: blocks human lysophospholipase 2, a PME1 counter-screen; 320,000 tested, 0.38% active; inhibition, % at 5.9 µM; O95372; AID 2177; recombinant LYPLA2, FP-Rh probe fluorescence polarization;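 active means inhibition above the screen-wide mean plus 3 SD, limit set per campaign, cut at about 26% in these data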;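 further: 0% = LYPLA2 with DMSO and 100% = wells lacking LYPLA2 enzyme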
PAFAH2 inh: inhibitors of human PAFAH2; Q99487; recombinant PAFAH2, FP-rhodamine activity probe, fluorescence polarization; 340,000 tested, 0.99% active; inhibition, % at 3.39 µM;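 active means inhibition above the mean over all tested compounds plus 3 SD, cut at about 30% in these data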;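 further: inhibitors block probe labeling of enzyme so polarization drops; 0% = enzyme with DMSO and 100% = wells lacking PAFAH2 protein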
LYPLA1 inh: counter-screen for PME1 inhibitors: inhibitors of human LYPLA1. O75608. recombinant LYPLA1, FP-Rh probe fluorescence polarization. inhibition, % at 5.9 µM. 320,000 tested, 0.16% active;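 active means inhibition above the mean of all tested compounds plus 3 SD, set per campaign, cut at about 14% in these data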;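 further: inhibitors block serine hydrolase probe labeling of LYPLA1 so polarization falls; 0% = enzyme with DMSO and 100% = wells lacking LYPLA1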
PAD4 FP inh: PAD4 (human) enzyme inhibition; Q9UM07; recombinant PAD4, RCA probe fluorescence polarization; inhibition, % at 6.36 µM; 330,000 tested, 0.41% active;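 active means percent inhibition above a cutoff equal to the mean of all tested compounds plus 3 SD, cut at about 15% in these data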;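 further: 0% = PAD4 with RCA probe and DMSO and 100% = probe without PAD4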
Target sequence (Q9UM07 whole entry, looked up): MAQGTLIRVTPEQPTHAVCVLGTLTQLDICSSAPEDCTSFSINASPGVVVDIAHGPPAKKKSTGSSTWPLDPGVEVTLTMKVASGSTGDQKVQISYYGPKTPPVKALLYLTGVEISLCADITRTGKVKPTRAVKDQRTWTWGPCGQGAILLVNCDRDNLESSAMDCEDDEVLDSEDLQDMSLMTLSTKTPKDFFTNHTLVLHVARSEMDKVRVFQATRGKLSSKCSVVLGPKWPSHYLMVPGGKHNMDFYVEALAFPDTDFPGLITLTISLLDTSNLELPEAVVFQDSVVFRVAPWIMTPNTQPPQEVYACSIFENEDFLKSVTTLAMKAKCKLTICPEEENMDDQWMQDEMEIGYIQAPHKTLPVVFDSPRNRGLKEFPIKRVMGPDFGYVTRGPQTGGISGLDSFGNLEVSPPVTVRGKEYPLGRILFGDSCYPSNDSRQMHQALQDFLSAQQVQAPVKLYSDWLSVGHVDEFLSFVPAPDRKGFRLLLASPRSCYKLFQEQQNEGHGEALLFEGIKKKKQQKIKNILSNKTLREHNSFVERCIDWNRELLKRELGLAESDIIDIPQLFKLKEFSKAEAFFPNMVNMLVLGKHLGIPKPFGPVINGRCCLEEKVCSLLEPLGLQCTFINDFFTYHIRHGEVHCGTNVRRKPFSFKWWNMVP
pPAFAH FP inh: pPAFAH (human) enzyme inhibition | 330,000 tested, 1.5% active | Q13093 | inhibition, % at 3.39 µM | recombinant pPAFAH, FP-rhodamine probe fluorescence polarization | AID 463082;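 active means inhibition above the mean inhibition across the screen plus 3 SD, cut at about 25% in these data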;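 further: inhibitors block binding of the rhodamine activity-based probe so polarization drops; 0% = enzyme with DMSO and 100% = wells lacking pPAFAH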
PAFAH1B3 FP inh: blocks human PAF acetylhydrolase 1B catalytic subunit 3 | inhibition, % at 3.39 µM | recombinant PAFAH1B3, FP-rhodamine probe, fluorescence polarization | 340,000 tested, 0.28% active | AID 492972 | Q15102;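 active means inhibition above the screen-wide average of all tested compounds plus 3 SD, cut at about 25% in these data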;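 further: 0% = enzyme with DMSO only and 100% = wells lacking PAFAH1B3 protein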
Target sequence (Q15102 whole entry, looked up): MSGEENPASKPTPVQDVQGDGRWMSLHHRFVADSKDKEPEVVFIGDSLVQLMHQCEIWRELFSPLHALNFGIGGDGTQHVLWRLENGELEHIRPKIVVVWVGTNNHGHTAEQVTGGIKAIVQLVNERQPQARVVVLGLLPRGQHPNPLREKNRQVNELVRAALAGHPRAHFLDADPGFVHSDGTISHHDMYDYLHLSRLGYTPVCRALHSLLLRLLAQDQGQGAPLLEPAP
PAFAH1B2 FP inh: PAFAH1B2 (human) inhibition; 340,000 tested, 1.2% active; P68402; recombinant PAFAH1B2, FP-rhodamine activity probe, fluorescence polarization; inhibition, % at 3.39 µM;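 active means inhibition above the mean of all tested compounds plus 3 SD, cut at about 24% in these data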;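 further: 0% = enzyme with DMSO and 100% = wells lacking PAFAH1B2; many of its hits are not listed in these tables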
PREPL inh: human PREPL enzyme inhibition. Q4J6C6. recombinant PREPL, fluorescence polarization activity-based probe. inhibition, % at 5.96 µM. 320,000 tested, 0.68% active; in the data active means inhibition above about 43%;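 further: 0% = enzyme with DMSO and 100% = wells lacking enzyme; many of its hits are not listed in these tables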
* = called active by the depositor; · = no result given. These rows are one share of the data, so the mix of outcomes need not match the whole.

The line under a structure holds: PAFAH1B3 FP inh	pPAFAH FP inh	PAD4 FP inh	GSTO1 counter	PAFAH2 inh	LYPLA1 inh	LYPLA2 counter	PAFAH1B2 FP inh	PREPL inh
1: COC(=O)Cc1[nH]nc2c1C1(C(=O)N(Cc3ccccc3)c3ccccc31)C(C#N)=C(N)O2 (stereo unspecified)
→ 0.7	0.4	-2.7	1.9	3.6	-2.1	3.2	6.7	-17.9
2: CN1CCN(S(=O)(=O)c2cccc(C(=O)O)c2)CC1
→ -2.0	3.5	-2.2	-2.9	2.3	4.9	5.2	6.0	-2.1
3: Cc1cccc(OC(=O)c2cn(C)nc2C(F)(F)F)c1C
→ 3.9	0.6	3.6	-3.8	22.2	1.2	6.2	8.8	-1.5
4: CC(=O)Nc1ccc(NC(=O)CSc2nnnn2-c2ccccc2F)cc1
→ 7.0	1.2	-1.8	7.8	-3.7	-2.5	2.5	-1.0	-3.1
5: COC(=O)c1ccc(S(=O)(=O)N2CCc3ccccc3C2)cc1
→ 9.1	-3.5	-1.8	1.6	-2.2	-6.1	-6.2	-3.7	2.0
6: CCCCCOc1ccc(C2NC(=O)NC2=O)cc1 (stereo unspecified)
→ -0.6	1.0	-0.1	2.0	9.2	2.0	-4.2	1.6	-0.4
7: CCOC(=O)C1(CCOc2ccccc2)CCN(CCCn2cccn2)CC1
→ 8.9	6.8	0.5	5.1	4.3	-0.3	3.2	1.9	-20.2
8: O=C(CN1CCN(c2ccccn2)CC1)N1c2ccccc2Sc2ccc(C(F)(F)F)cc21
→ -1.4	3.5	1.2	2.2	-1.1	1.0	0.0	-0.1	0.7
9: Cc1ccc(C2CCN(C(=O)Nc3ccc(F)cc3)C2)cc1 (stereo unspecified)
→ 2.2	-5.0	2.7	-5.3	4.3	1.7	8.9	7.5	-7.7
10: O=C(OCc1cc(=O)n2c(n1)sc1ccccc12)c1ccc(O)cc1O
→ -10.4	3.5	-10.2	-18.8	-3.8	-30.9	-36.1	-7.3	-9.8
11: CCN(CC)Cc1cc(CCNC(=O)c2ccc(Cl)cc2)ccc1O
→ -0.5	-0.3	-5.4	-0.6	-2.1	4.2	0.3	-2.9	6.6
12: N#Cc1c(-c2ccc(F)cc2)c2c([nH]c1=O)-c1ccccc1OC2
→ 2.5	5.2	0.6	2.5	4.3	1.9	-0.2	-1.6	1.7
13: Cn1cc(CN2CCCC(C(=O)Nc3cccc(-n4cccn4)c3)C2)cn1 (stereo unspecified)
→ 7.4	1.7	-4.1	2.3	3.7	0.2	3.3	4.2	-7.9
14: CC(C)(C)C(=O)N1CCN(c2ccc(NC(=O)c3ccc([N+](=O)[O-])o3)cc2)CC1
→ 3.9	11.0	-13.6	8.7	3.6	-0.9	11.7	4.1	15.8
15: Cc1ccc2[nH]c(C(=O)NCCN3CCCC3)cc2c1
→ -3.8	1.7	4.0	-0.3	-4.1	-0.1	0.9	0.2	3.5
16: O=C(O)C1CCCCN1S(=O)(=O)c1ccc(Cl)s1 (stereo unspecified)
→ -2.5	2.0	4.1	8.2	1.4	1.9	2.5	4.3	1.7
17: CCCCN(CC)CCNC(=O)c1cc2c(=O)n(CC)c3ccccc3c2s1
→ -7.0	8.3	-2.6	2.1	-1.3	1.3	0.6	-0.2	-35.3
18: Cc1cc(NC(=O)CN2CCC(C)CC2)no1
→ 6.9	2.6	-2.3	1.7	3.2	3.3	3.2	0.0	9.1
19: COCc1nc2c([nH]1)c(=O)n(C)c(=O)n2CC(C)C
→ 6.8	0.7	3.8	2.2	3.6	10.0	6.6	6.4	5.7
20: Cc1csc(=O)n1CCC(=O)OCC(=O)Nc1ccc(S(N)(=O)=O)cc1
→ 3.5	-7.3	-7.8	·	0.9	-3.3	-0.1	1.3	19.2
21: COc1ccccc1CNC(=O)CSC1=NCCS1
→ 3.3	5.3	-2.2	0.7	4.3	2.8	-4.3	4.1	-0.3
22: CN1CCN(C(=O)CN(Cc2ccc(Cl)cc2)S(C)(=O)=O)CC1
→ 1.8	3.4	1.8	8.8	-5.4	2.3	1.8	6.7	10.2
23: Cc1ccc(OCC(O)CNC2CCCC2)cc1C (stereo unspecified)
→ 6.5	1.2	-1.3	5.3	-0.7	3.0	5.4	0.3	8.8
24: CC(C)NC[C@H](O)c1ccc(O)c(O)c1
→ 7.6	7.1	-1.4	9.0	6.4	3.0	2.0	-2.6	4.2
25: CC1(C)NC(=O)N(c2ccc([N+](=O)[O-])c(C(F)(F)F)c2)C1=O
→ 5.7	3.5	3.8	2.2	-2.7	-1.9	3.4	-3.6	2.1
26: CCCOC(=O)c1ccc(Oc2c(-c3ccc(O)cc3O)n[nH]c2C)cc1
→ 8.9	19.5	-6.2	-20.3	-10.1	-5.9	-9.3	-6.8	17.7
27: CC(/C=C1\SC(=S)N(NC(=O)c2ccncc2)C1=O)=C\c1ccccc1
→ 6.4	4.0	-0.1	2.9	5.8	-4.5	2.6	7.4	9.3
28: CC(=O)c1ccc(-n2c(CCC(=O)O)ccc2-c2cccs2)cc1
→ -3.7	6.1	-3.1	-0.4	1.9	-0.8	8.4	2.5	2.8
29: Cc1ccc(CN(C)C(=O)c2ccc3c(c2)NC(=O)CS3)o1
→ -4.3	0.0	-1.4	2.4	9.7	2.5	-1.0	2.2	-1.5
30: COCCN1C(=O)C(=O)/C(=C(/O)c2cccc(OC)c2)C1c1ccc(C)o1 (stereo unspecified)
→ -5.4	-0.6	-3.8	4.0	0.7	-2.9	-3.3	-3.6	14.2

Three compounds from above, arranged by the number in PREPL inh, lowest first:
no. | molecule | PREPL inh
3 | Cc1cccc(OC(=O)c2cn(C)nc2C(F)(F)F)c1C | -1.5
21 | COc1ccccc1CNC(=O)CSC1=NCCS1 | -0.3
12 | N#Cc1c(-c2ccc(F)cc2)c2c([nH]c1=O)-c1ccccc1OC2 | 1.7

Additional records
The line under a structure holds: PAFAH1B3 FP inh	pPAFAH FP inh	PAD4 FP inh	GSTO1 counter	PAFAH2 inh	LYPLA1 inh	LYPLA2 counter	PAFAH1B2 FP inh	PREPL inh
31: CCN(CC)S(=O)(=O)c1ccc(/C=C/C(=O)OCC(=O)NCc2ccco2)cc1
→ -5.8	30.0*	-1.2	·	74.8*	·	·	8.7	10.3
32: Cc1ccc(C(=O)N2CCN(c3ccc(NC(=O)c4cccs4)cc3)CC2)cc1
→ -0.7	3.6	-4.1	0.6	-3.8	-4.1	7.6	0.8	17.9
33: CC(=O)c1nnn(-c2ccc(Cl)cc2C#N)c1C
→ 2.9	-1.0	0.1	3.5	7.7	-2.1	2.6	6.7	-4.1
34: CC(C)C(NC(=O)c1ccc2c(c1)OCO2)C(=O)N/N=C\c1ccco1 (stereo unspecified)
→ 5.4	-4.8	-4.0	-0.4	-7.0	0.2	-2.0	-0.9	-5.2
35: COc1ccc(S(=O)(=O)Nc2cccc(S(=O)(=O)NC3=NCCC3)c2)cc1[N+](=O)[O-]
→ 4.3	-1.5	0.7	20.8	-3.2	-4.0	-3.6	3.4	-1.2
36: CCN(CC)C(=O)CN(c1cc(Cl)ccc1OC)S(C)(=O)=O
→ 8.3	3.6	2.7	4.6	3.1	-1.5	-2.3	2.6	8.2
37: COc1ccccc1N1CCN(C2=CC(=O)CCC2)CC1
→ -4.3	5.1	1.8	2.1	-2.2	-0.5	-6.7	5.0	3.6
38: COc1nc(N2CCOCC2)nc(C)c1[N+](=O)[O-]
→ -8.9	3.2	1.8	8.8	-0.2	-3.4	-4.0	-0.3	0.5
39: CC(=O)Nc1ccc(/C(C)=N/NC(=O)C2CC2c2ccccc2)cc1 (stereo unspecified)
→ -0.2	-4.4	0.7	4.8	-9.1	-3.6	0.5	4.5	-14.1
40: O=C(NNc1cccc(Cl)n1)c1c(F)cccc1F
→ -4.1	3.1	-3.6	3.8	6.6	1.2	2.5	-1.3	-2.6
41: CC(C)CN(C(=O)COC(=O)CCC(=O)c1ccc(F)cc1)c1c(N)n(Cc2ccccc2)c(=O)[nH]c1=O
→ 5.2	5.5	-1.2	5.0	4.7	-2.8	-5.1	4.2	-7.4
42: CCOC(=O)c1nc(C)n(-c2cc(Cl)ccc2Cl)n1
→ 6.1	-2.7	-1.5	8.0	3.2	3.2	3.5	1.5	13.7
43: CCCCSc1nnc([C@H](C)NC(=O)OC(C)(C)C)o1
→ 14.4	4.9	-1.4	0.8	6.2	0.3	6.3	-0.9	6.7
44: CC(C)Nc1ncnc2ccc(Br)cc12
→ -0.1	-3.8	-0.6	6.8	0.1	1.9	2.6	5.8	13.0
45: COc1cc(C(=O)NNC(=O)c2n[nH]c3ccccc23)cc(OC)c1OC
→ 9.0	-3.6	2.1	·	0.9	-0.6	0.2	1.3	-4.8
46: Cc1nc2ccc(C(=O)N3CCCC(CO)(Cc4ccc(F)cc4F)C3)cc2nc1C (stereo unspecified)
→ 3.5	-4.6	-5.1	7.1	-2.4	-3.2	-0.3	1.6	10.4
47: Cc1ccc(S(=O)(=O)NC(=NC(C)C(=O)O)c2ccccc2)cc1 (stereo unspecified)
→ 9.3	5.2	-1.3	9.1	0.3	-1.6	-0.9	5.7	4.8
48: CC(C)CN(C(=O)CN(C)C(=O)Cc1ccc(Cl)cc1)c1c(N)n(CC(C)C)c(=O)[nH]c1=O
→ -1.2	-3.8	2.0	18.5	-1.6	-4.8	-2.4	-1.1	15.8
49: CNC(=O)NC(=O)C(c1ccccc1)N(C)CC1COc2ccccc2O1 (stereo unspecified)
→ 2.6	1.6	1.8	-4.5	-0.5	-4.3	-1.8	6.9	-1.8
50: CCCCCC1=CCC/C1=N\NC(=O)c1ccc2c(c1)OCO2
→ 5.1	5.7	4.7	5.9	-6.8	-0.5	-1.2	3.9	15.1
51: O=C(CCn1ccc2cc(S(=O)(=O)N3CCCC3)ccc21)NCc1cccc(F)c1
→ -0.1	3.7	-2.2	-0.8	1.6	5.3	6.8	3.4	4.9
52: CN(C)S(=O)(=O)c1ccc(NC(=O)c2ccc3ncsc3c2)cc1
→ ·	2.6	2.4	-0.1	·	-4.8	-1.4	·	-7.7
53: O=C(COC(=O)/C=C/c1ccc(Cl)c(Cl)c1)NC1CC1
→ 7.3	6.4	-0.5	·	17.0	·	·	8.9	7.4
54: O=C(Cc1cccs1)N1CCN(S(=O)(=O)c2cccc([N+](=O)[O-])c2)CC1
→ 7.0	1.8	-3.6	9.2	9.6	-0.2	3.5	0.7	3.9
55: COc1ccc(N(CC(=O)NC2CCCCC2C)S(=O)(=O)c2c(C)nn(C)c2C)cc1 (stereo unspecified)
→ 10.9	3.0	-4.0	0.8	6.7	2.9	2.7	1.2	-4.3
56: CSCCCNC(=S)N1CCN(S(=O)(=O)c2cccc(C(F)(F)F)c2)CC1
→ 0.5	-6.6	-5.3	-2.7	-3.0	-1.1	0.7	7.5	0.7
57: O=C(NCCN1CCN(C(=O)c2ccc(F)cc2)CC1)c1ccc(F)cc1
→ -12.8	4.1	-0.3	-0.3	7.0	1.0	3.8	-1.7	1.3
58: O=C(CSc1nnc(COc2ccccc2)n1Cc1ccco1)NCc1ccco1
→ 10.3	8.2	-4.0	-1.4	8.3	0.2	-1.8	5.9	6.7
59: CCCCCCn1c(SCCC)nc2c1c(=O)[nH]c(=O)n2C
→ 4.4	2.1	3.6	-3.0	3.8	2.6	2.3	2.1	-9.7
60: O=C(NNC(=O)C1CC1)c1ccc(F)cc1F
→ 2.2	-7.0	-10.1	·	0.0	·	·	1.3	12.0

Shown as a hit in PAFAH2 inh (from the list above):
no.	SMILES	PAFAH1B3 FP inh	pPAFAH FP inh	PAD4 FP inh	PAFAH2 inh	PAFAH1B2 FP inh	PREPL inh
31	CCN(CC)S(=O)(=O)c1ccc(/C=C/C(=O)OCC(=O)NCc2ccco2)cc1	-5.8	30.0*	-1.2	74.8*	8.7	10.3
